PhoP GFP inhibition – Inhibition of PhoP regulon, Salmonella typhi GFP reporter cells, confirmation, 4 h (AID 1850) | Salmonella Typhi PhoP-promoter GFP reporter, fluorescence, 4 h; higher % means a stronger effect | inhibition, % at 50 µM; hits with a dose series show IC50 in µM | 0.33% of 310,000 active; in the data active means a potency from the dose series; inconclusive means inhibition mostly from about 25% at the one dose, without a potency; inactive means the rest, 99 in 100 with inhibition below about 19%;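 further: 0% = induced wells with vehicle and 100% = uninduced wells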
influenza NS1A – H1N1 influenza NS1A inhibitors, functional cell based assay (AID 504329); NS1A functional cell-based assay, percent inhibition; higher % means a stronger effect; inhibition, % at 12.5 µM, or IC50 in µM where a hit was titrated; 0.3% of 340,000 active; in the data active means a potency from the dose series; inconclusive means inhibition above about 27% without an active follow-up result; further: strong numbers were not always called active
inhibitors of VEEV – inhibitors of VEEV TC-83 cytopathic effect, confirmation, Vero cells (AID 588727); Vero cells, VEEV TC-83 cytopathic effect inhibition; higher % means a stronger effect; inhibition, % at 20 µM; hits with a dose series show IC50 in µM; 0.13% of 350,000 active; in the data active means a potency from the dose series; inconclusive means inhibition mostly from about 14% at the one dose, without a potency; inactive means the rest, 99 in 100 with inhibition below about 12%; further: strong numbers were not always called active
H37Rv inhibition – M. tuberculosis growth inhibition, HTS (AID 449762). inhibition, % at 25 µM, or IC50 in µM where a hit was titrated. 0.59% of 330,000 active. M. tuberculosis H37Rv growth inhibition, 7H9 media; higher % means a stronger effect; in the data active means a potency from the dose series; inconclusive means inhibition above about 70% without an active follow-up result;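 further: bacterial growth assessed after seven days of incubation; strong numbers were not always called active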
M. tuberculosis – growth inhibition of non-replicating M. tuberculosis (AID 488890) | Mycobacterium tuberculosis non-replicating, growth inhibition; higher % means a stronger effect | inhibition, % at 25 µM; hits with a dose series show IC50 in µM | 0.39% of 320,000 active; in the data active means a potency from the dose series; inconclusive means inhibition mostly from about 82% at the one dose, without a potency; inactive means the rest, 99 in 100 with inhibition below about 76%;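 further: plate controls were DMSO cells for no effect and high antibiotic wells for full effect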
inhibitors of VEEV 10K pilot screen – second read-out of inhibitors of VEEV, no call of its own (marks repeat the call); inhibition, %; measured here: 10K pilot screen inhibition
Numbers without * were called inactive; i = inactive; ? = inconclusive; . = no result given; & = joins results of further samples. Compounds were not picked by outcome; 1.4% or so of the library scored in one or more.

Start of the listing, in advance:
SMILES	PhoP GFP inhibition	influenza NS1A	inhibitors of VEEV	H37Rv inhibition	M. tuberculosis	others
CC(=O)NCCC(=O)Nc1ncc(S(=O)(=O)c2ccc([N+](=O)[O-])cc2)s1	-1.9%	-5.7%	3.3%	4.9%	15.5%
COc1ccc(NC(=O)CSc2c(C)nn(-c3nnc(C)c(=O)[nH]3)c2C)cc1	-17.8%	1.3%	i	0.3%	35.4%
C=CCNC(=O)/C=C/c1ccc(C(C)C)cc1	-12.7%	3.9%	0.1%	-1.1%	66.2%
CC1(C)CC(=O)/C(=C(\O)c2ccccc2)C(=NCCc2ccccc2)C1	-7.3%	-5.5%	2.4%	0.9%	4.8%

All compounds of this part, repeating the preview:
SMILES	PhoP GFP inhibition	influenza NS1A	inhibitors of VEEV	H37Rv inhibition	M. tuberculosis	others
CC(=O)NCCC(=O)Nc1ncc(S(=O)(=O)c2ccc([N+](=O)[O-])cc2)s1	-1.9%	-5.7%	3.3%	4.9%	15.5%
COc1ccc(NC(=O)CSc2c(C)nn(-c3nnc(C)c(=O)[nH]3)c2C)cc1	-17.8%	1.3%	i	0.3%	35.4%
C=CCNC(=O)/C=C/c1ccc(C(C)C)cc1	-12.7%	3.9%	0.1%	-1.1%	66.2%
CC1(C)CC(=O)/C(=C(\O)c2ccccc2)C(=NCCc2ccccc2)C1	-7.3%	-5.5%	2.4%	0.9%	4.8%
CCN(CC)C(=O)c1cccc(-c2ccc(OC)cc2)c1	2.3%	-24.1%	i	7.2%	11.9%
CC(C)NC(=O)c1onc(CSc2ccncc2)c1C(=O)NC(C)C	0.9%	-9.8%	0.4%	2.0%	0.8%
CCN(c1ccccc1)S(=O)(=O)c1ccc(F)cc1C	0.2%	6.1%	3.1%	1.3%	10.6%
Cc1nn(C(C)(C)C)c(C)c1/C=N/OC(=O)Nc1ccc(Cl)cc1	-0.9%	19.2%	2.7%	26.5%	31.2%
COc1cccc(N2CCN(C(c3ccccn3)c3nnnn3C(C)(C)C)CC2)c1 (stereo not given)	-4.5%	-3.3%	1.4%	-5.0%	15.1%	inhibitors of VEEV 10K pilot screen=1.8
CCc1nc(SCc2ccccn2)[nH]c(=O)c1C	-4.0%	-31.1%	1.9%	-4.0%	-6.0%	inhibitors of VEEV 10K pilot screen=0.9
O=C(c1cc(-c2cccs2)nc2ccccc12)N1CCN(c2ccccc2O)CC1	-21.5%	3.0%	8.7%	?	20.7%
Cc1ccc(C2N(c3ccc(Cl)cc3)C(=O)N3CCCN23)cc1 (stereo not given)	1.8%	-13.6%	3.7%	4.5%	4.1%
CCN(C(=O)CSc1nnnn1-c1ccccc1OC)C1CCS(=O)(=O)C1 (stereo not given)	5.1%	-4.5%	1.2%	-2.6%	-5.6%
CS(=O)(=O)N(CC(=O)N1CCCCCC1)Cc1ccc(Cl)cc1	-8.2%	5.0%	i	-2.8%	-5.2%
Cn1c(SCC(=O)N2c3ccccc3Sc3ccccc32)nnc1-c1ccco1	3.8%	-2.3%	2.8%	-8.4%	76.7%
CCN(c1ccc(C)c(C)c1)S(=O)(=O)c1c(C)[nH]c(=O)[nH]c1=O	6.5%	4.1%	i	12.7%	6.9%
CCOC(=O)N1CCN(C(=O)c2ccc(N(Cc3ccccc3)S(C)(=O)=O)cc2)CC1	6.6%	1.6%	0.9%	-6.7%	-8.6%
Cn1c(C(C(=O)NCC2CCCO2)N(CCc2ccccc2)C(=O)Cn2nnc3ccccc32)nc2ccccc21 (stereo not given)	-3.1%	-3.5%	0.6%	-6.6%	9.5%
O=C(CSc1nnnn1-c1ccccc1)NCCCN1CCCC1=O	.	2.2%	1.2%	-6.5%	13.4%
CNc1c(N)n(Cc2ccccc2)c(=O)[nH]c1=O	-3.7%	3.8%	3.1%	14.4%	-8.8%
O=C(c1ccccc1[N+](=O)[O-])N(CCc1ccccc1)Cc1ccccc1	2.0%	0.7%	5.2%	1.7%	21.2%
Clc1cccc(-c2nc3nc4ccccc4nc3n2Cc2ccccc2)c1	5.8%	-7.2%	0.1%	9.8%	22.1%
COc1ccc(NC(=O)c2ccc(NC(=O)CN3CCN(c4ccc(O)cc4)CC3)cc2)cc1	.	-5.3%	0.8%	.	.
O=C1CCCN1c1ccc(N2CCCC2=O)cc1	-9.3%	-1.6%	i	4.8%	-19.7%
C=CCOc1c(Br)cc(CNc2ccc(NC(=O)CCC)cc2)cc1OCC	-4.3%	-10.1%	3.3%	-4.9%	26.4%
S=C(Nc1ccccc1Cl)N1CCCCC1	-0.7%	-1.5%	0.4%	-7.9%	14.2%
O=C1CC2(CCCC2)C(=O)N1CN1CCN(S(=O)(=O)c2ccc(Cl)c(Cl)c2)CC1	.	-11.2%	0.9%	3.1%	-4.8%
CCC(C)(O)c1[nH]c2ccc(C(F)(F)F)cc2c1C (stereo not given)	-43.7%	5.8%	0.0%	?	19.2%	inhibitors of VEEV 10K pilot screen=4.3
O=C(NNc1nc(-c2ccccc2)cs1)c1cccs1	9.3%	.	0.0%	?	-16.9%
CC1CCCCC1NC(=O)C(C)N1C(=O)c2ccccc2C1=O (stereo not given)	.	1.5%	i	-0.2%	-3.2%

In the list so far, two have a tert-butyl group:
SMILES	PhoP GFP inhibition	influenza NS1A	inhibitors of VEEV	H37Rv inhibition	M. tuberculosis	others
Cc1nn(C(C)(C)C)c(C)c1/C=N/OC(=O)Nc1ccc(Cl)cc1	-0.9%	19.2%	2.7%	26.5%	31.2%
COc1cccc(N2CCN(C(c3ccccn3)c3nnnn3C(C)(C)C)CC2)c1 (stereo not given)	-4.5%	-3.3%	1.4%	-5.0%	15.1%	inhibitors of VEEV 10K pilot screen=1.8

Additional structures follow.
SMILES	PhoP GFP inhibition	influenza NS1A	inhibitors of VEEV	H37Rv inhibition	M. tuberculosis	others
O=C(O)Cc1sc(N/N=C\c2ccccc2)nc1-c1ccccc1	-7.4%	8.7%	2.7%	7.6%	25.1%
CCOC(=O)CSc1nc2c(cnn2-c2ccc(C)cc2)c(=O)[nH]1	0.9%	-4.0%	i	-5.3%	-12.7%
CC1=CC(C)C2C(=O)N(O)C(=O)C2C1 (stereo not given)	15.4%	8.2%	1.1%	-3.1%	-14.1%
Cc1ccc(Cn2ncn3c(cc4ccccc43)c2=O)cc1	1.9%	-3.2%	5.1%	0.1%	0.6%
O=C(Nc1ccnn1C1CCN(CCCc2ccccc2)CC1)c1ccccc1	-0.5%	6.2%	i	-8.0%	34.6%
CCCn1c(=O)c2c(nc(Br)n2CCC)n(C)c1=O	-16.3%	2.5%	2.6%	-1.7%	7.2%
C=CCSc1nnc(-c2cc(Br)ccc2N)c(=O)[nH]1	-17.1%	-5.3%	i	-9.6%	40.9%
COc1cc(CCCN2C(N)=NC[C@@H]2Cc2ccccc2)cc(OC)c1OC	-5.9%	-5.2%	i	-1.6%	10.1%
CCOC(=O)c1csc(NC(=O)c2ccc(S(=O)(=O)N3CCCC3)cc2)n1	-7.9%	1.6%	1.6%	11.8%	1.6%
CC(NC(=O)CCSc1nc(-c2ccco2)cc(C(F)(F)F)n1)c1ccccc1 (stereo not given)	-0.8%	-3.1%	6.7%	6.8%	2.8%

Sorted by SMILES length (low to high): 3 of the compounds above.
SMILES	PhoP GFP inhibition	influenza NS1A	inhibitors of VEEV	H37Rv inhibition	M. tuberculosis	others
Cc1ccc(Cn2ncn3c(cc4ccccc43)c2=O)cc1	1.9%	-3.2%	5.1%	0.1%	0.6%
O=C(O)Cc1sc(N/N=C\c2ccccc2)nc1-c1ccccc1	-7.4%	8.7%	2.7%	7.6%	25.1%
CCOC(=O)c1csc(NC(=O)c2ccc(S(=O)(=O)N3CCCC3)cc2)n1	-7.9%	1.6%	1.6%	11.8%	1.6%

The listing continues.
SMILES	PhoP GFP inhibition	influenza NS1A	inhibitors of VEEV	H37Rv inhibition	M. tuberculosis	others
Cc1c(C(=O)c2ccccc2)oc2ccc3ccccc3c12	1.0%	-0.5%	i	17.1%	-12.5%
COc1ccc(C(=O)NCC(=O)OCC(=O)NC(=O)c2ccc(C(C)(C)C)cc2)cc1OC	.	-16.7%	3.0%	-13.8%	-2.6%
CCOC(=O)c1csc(NC(=O)C(C)(C)C)n1	.	0.7%	i	-14.9%	-5.4%
CCC1([N+](=O)[O-])COP(N)(=O)OC1 (stereo not given)	.	0.6%	2.7%	.	.
CCC(Sc1nc2sc(C(=O)OC)c(C)c2c(=O)n1N)C(=O)NCC1CCCO1 (stereo not given)	-5.0%&0.6%	3.6%	2.6%	5.5%	6.9%
O=C(CSc1ncn[nH]1)Nc1ccc(Br)cc1F	-3.5%	-8.3%	2.3%	?	77.2%
COc1ccc(N=C2C=CC(=O)O2)cc1	.	-0.3%	0.4%	.	.
CCn1ccnc1[C@@H]1C[C@H]2CN(Cc3cccc(Cl)c3)C(=O)[C@]23CCCN13	-8.4%	-4.2%	0.9%	-4.7%	-12.1%
Cc1ccc(-n2nnc3c(=O)n(Cc4ccccc4C)cnc32)cc1	3.0%	28.3%	0.4%	-5.4%	-17.5%	inhibitors of VEEV 10K pilot screen=0.7
COc1ccc(-c2c(C)nn3c(Cl)c(C)c(C)nc23)cc1	-1.8%	-11.6%	1.1%	0.4%	17.2%
CN(CC(=O)Nc1ccc(Cl)c(S(=O)(=O)N(C)C)c1)Cc1ccccc1	5.6%	10.2%	0.7%	1.2%	3.0%
O=C(Cc1ccc(F)cc1)Nc1cccc(-c2ccc3nncn3n2)c1	-0.1%	-5.8%	6.0%	2.4%	3.5%
CC(C)C(=O)Nc1ccc(C(=O)N/N=C/C2CC3C=CC2C3)cc1 (stereo not given)	6.4%	6.4%	i	-1.3%	32.0%
Cc1cc(NC(=O)Cc2ccc(Br)cc2)no1	-5.7%	-5.4%	i	1.9%	13.4%
CC(=O)c1cccc(NC(=S)Nc2ccn(Cc3cccc4ccccc34)n2)c1	11.1%	9.0%	1.4%	6.0%	?
O=C1CC(c2ccco2)CC(O)=C1C=NCCN1CCN(C(=O)Nc2ccc(Cl)cc2)CC1 (stereo not given)	-4.5%	-2.6%	1.3%	-4.1%	-2.7%
O=C(CCCN1C(=O)c2ccccc2C1=O)Nc1nccs1	-7.0%	-1.0%	1.0%	1.9%	-6.9%
CC(=O)C[C@H]1c2cc(C(F)(F)F)ccc2S(=O)(=O)N1c1ccccc1	-7.0%	5.7%	6.8%	-5.7%	-1.2%
CCOc1ccc(S(=O)(=O)N/N=C(\C)c2ccc3c(c2)OCO3)cc1	-5.1%	-12.0%	2.0%	-3.8%	2.6%
CC(NC(=O)Cn1cc(C(=O)C2CC2)c2ccccc21)c1ccccc1 (stereo not given)	5.6%	8.4%	i	-5.9%	-12.2%
CCn1c(/C=C/c2ccccc2C)nc2ccccc2c1=O	1.4%	-6.0%	7.1%	0.0%	10.9%
O=C(O)CNC(=O)c1nc(-c2ccccc2)n(-c2ccccc2)n1	-4.4%	31.3%	i	-3.5%	-9.7%
COc1cccc(NC2=C(NCCO)C(=O)c3ccccc3C2=O)c1	0.5%	17.1%	i	-0.1%	-11.9%
Cc1cccc(/C(N)=N/OC(=O)c2ccc(Cl)cc2Cl)c1	-0.7%	-2.0%	9.0%	9.9%	75.5%
CC1c2cc3c(cc2CCN1C(=O)c1cccc(Cl)c1)OCCCO3 (stereo not given)	8.2%	13.2%	0.2%	3.3%	-10.1%
O=C(Cn1c(=O)oc2cc(S(=O)(=O)N3CCCC3)ccc21)Nc1ccc(C(F)(F)F)cc1	-10.3%	10.5%	4.8%	-0.1%	-7.3%
CS(=O)(=O)c1cccc(C(=O)Nc2ccc(-c3nc4ccccc4[nH]3)cc2)c1	0.5%	2.9%	2.4%	2.8%	-10.4%
Cc1nn(C(=O)Cn2ccc([N+](=O)[O-])n2)c(C)c1Br	-13.2%	-3.0%	1.1%	-6.7%	-3.3%

Assay outcomes deposited in PubChem BioAssay by Southern Research Specialized Biocontainment Screening Center.
